# HCMV antiviral = human cytomegalovirus inhibition | HFF cells, HCMV-luciferase reporter, 72 h; hits give low values | activity change, negative = inhibition, % at 57.5 µM | 410,000 compounds, 4.5% hits | AID 1259415; in the data active = activity change below about -60%; inconclusive = no clear call, values can overlap the other calls; inactive = above about -39%
#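 Compounds were evaluated in HFFs infected with an HCMV luciferase reporter virus (MOI 1 PFU/cell). Luciferase in lysates collected 72 h post infection served as the replication measure.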
# AMA1-RON2 inh = AMA1-RON2 (P. falciparum) interaction inhibition; AID 720542; AlphaScreen AMA1-biotinylated RON2 peptide binding; 360,000 compounds, 0.2% hits; Potency, µM (doses to about 58.2 µM), without a hit: at the highest dose activity change, negative = inhibition, hits mostly inhibitors;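 note: potency is the fitted concentration of half-maximal effect; 0% = vehicle wells and -100% = peptide control; nearly all actives have a fitted effect of over 45% in size; some results filed as inactive show a strong effect at the top dose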
#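 AMA1 (3D7) with his tag at 25 nM final met compounds first, then biotinylated RON2 peptide at 25 nM; detection used donor plus acceptor beads, 10 µg/mL apiece, read by AlphaScreen after 30 min at room temperature.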
# Giardia FBPA inh = inhibitors of Giardia lamblia fructose-1,6-bisphosphate aldolase; A8B2U2; purified Giardia FBPA; Potency, µM (top dose mostly 59.6 µM), for inactives: at the highest dose activity, negative = inhibition, most hits filed as inhibitors; 290,000 compounds, 0.71% hits; AID 2451; note: potency is the fitted concentration of half-maximal effect; nearly all actives have a fitted effect of over 55% in size
# Target sequence (A8B2U2 whole entry, looked up): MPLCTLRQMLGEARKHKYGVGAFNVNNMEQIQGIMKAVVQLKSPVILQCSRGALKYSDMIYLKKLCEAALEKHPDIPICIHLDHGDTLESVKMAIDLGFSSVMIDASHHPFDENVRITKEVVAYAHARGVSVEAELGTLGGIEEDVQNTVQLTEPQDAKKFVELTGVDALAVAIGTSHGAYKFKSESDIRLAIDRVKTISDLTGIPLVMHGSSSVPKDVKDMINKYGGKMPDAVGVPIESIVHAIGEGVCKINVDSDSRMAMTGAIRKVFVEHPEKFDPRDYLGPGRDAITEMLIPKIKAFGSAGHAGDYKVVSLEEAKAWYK
#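 40 nM FBPA preincubated 10 min at RT with compound (up to 57.5 uM final), then substrate plus GAPDH/TPI/NAD/arsenate coupling and diaphorase/resazurin added. Fluorescence read after 20 min at RT, 525/598 nm.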
# AmpC no deterg = AmpC beta-lactamase inhibition without detergent | P00811 | AmpC nitrocefin hydrolysis, absorbance 480 nm, 0.0001% Triton | Potency, µM (series often up to 57.1 µM), for the others: at the highest dose activity change, negative = inhibition, usual class: inhibitors | 330,000 compounds, 0.52% hits;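 note: potency is the fitted concentration of half-maximal effect; plate controls were no compound for no effect and no enzyme for full effect; nearly all actives have a fitted effect of over 20% in size; some results filed as inactive show a strong effect at the top dose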
# Target sequence (P00811 whole entry, looked up): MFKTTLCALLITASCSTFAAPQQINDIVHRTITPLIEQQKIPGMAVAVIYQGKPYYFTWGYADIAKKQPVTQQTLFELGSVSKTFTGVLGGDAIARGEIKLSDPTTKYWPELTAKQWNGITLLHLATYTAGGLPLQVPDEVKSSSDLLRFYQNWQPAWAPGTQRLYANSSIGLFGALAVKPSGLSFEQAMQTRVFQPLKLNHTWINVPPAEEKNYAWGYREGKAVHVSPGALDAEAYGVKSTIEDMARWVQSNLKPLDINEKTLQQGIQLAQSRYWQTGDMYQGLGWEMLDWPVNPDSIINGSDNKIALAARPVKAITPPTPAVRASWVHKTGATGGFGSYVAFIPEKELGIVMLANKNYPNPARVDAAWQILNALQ
#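 AmpC (5.3 nM in the dispensed reagent) in 20 mM phosphate pH 7.0 with 0.01% (detergent screen) or 0.0001% Triton X-100 was preincubated with compounds for 15 min at room temperature. Nitrocefin was then added from an 800 uM solution, and hydrolysis was followed at 480 nm.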
# Sm TGR block = blocks Schistosoma mansoni thioredoxin glutathione reductase | Q962Y6 | purified TGR, DTNB reduction, TNB absorbance 405 nm | Potency, µM (doses to about 114 µM), for inactives: at the top dose activity change, negative = inhibition, usual class: inhibitors | 360,000 compounds, 3% hits; note: potency is the fitted concentration of half-maximal effect; nearly all actives have a fitted effect of over 60% in size
#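 Kinetic colorimetric format: TGR-catalysed, NADPH-driven DTNB reduction monitored via TNB absorbance. Enzyme dispensed at 20 nM; compound exposure 15 min at room temperature before reaction start.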
# AmpC inh detg = blocks E. coli AmpC beta-lactamase in detergent assay; P00811; AmpC hydrolysis of nitrocefin, absorbance 480 nm, 0.01% Triton; Potency, µM (highest dose often 114 µM), without a hit: at the highest dose activity change, negative = inhibition, hits mostly inhibitors; 370,000 compounds, 0.041% hits; AID 485294;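 note: potency is the fitted concentration of half-maximal effect; 0% = no-compound wells and -100% = no-enzyme wells; nearly all actives have a fitted effect of over 25% in size; some results filed as inactive show a strong effect at the top dose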
#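 20 mM phosphate pH 7.0 + 0.01% (detergent screen) or 0.0001% Triton X-100; 5.3 nM AmpC reagent; cpd preinc 15 min RT; nitrocefin (800 uM stock) to start; A480 q20 s × 4 min; Activity was normalised to no-enzyme and no-compound control wells.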
# An asterisk follows results filed as active; ? = inconclusive; nt = not tested or not shown; [ ] = dose if it differs, or a comment. Unless noted, calls come from the whole dose curve; as a rule, active = well fitted curve in the direction sought with a large enough effect; inconclusive = small, poorly fitted or top-dose-only effect, or another doubt; inactive = no such curve, though single readings can be large; an effect the other way counts as inactive or inconclusive. Unless noted, % is set by controls: 0 for no effect and ±100 for the full control effect. Outcome played no part in choosing rows (roughly 7.8% active in at least one column).
nr	SMILES	HCMV antiviral	AMA1-RON2 inh	Giardia FBPA inh	AmpC no deterg	Sm TGR block	AmpC inh detg
1	O=C(Cn1cnc2ccccc2c1=O)NNC(=O)c1ccccc1F	-1	100%[activator]	nt	-16%	nt	nt
2	O=C(CC(=O)N/N=C/c1c(F)cccc1Cl)NCc1ccccc1	-29	5%	?	-15%	9%	6%
3	CS(=O)(=O)N(CC(=O)NCc1ccco1)c1ccc(Cl)cc1Cl	7	15%	1%	-27%	-18%	-1%
4	NC(=O)C1CN(C(=O)c2cccc(S(=O)(=O)N3CCc4ccccc43)c2)c2ccccc2O1 (stereo unspecified)	-105*	12%	nt	76%[activator]	-2%	4%
5	O=C(c1ccccc1Sc1ccc([N+](=O)[O-])cc1)N1CCCCC1	-8	1%[11.6 µM]	-6%	3%	0%	6%
6	Cc1cc2ccccc2nc1SCC(=O)NC1CCCCC1	?	0%	23%	-22%	?	-1%
7	O=C(N/N=C/C=C/c1ccccc1)c1n[nH]c2c1CCC2	-21	124%[activator]	2%	-23%	-10%	-4%
8	COc1cc(C)ccc1OCCCON1C(=O)CCC1=O	25	26%	17%	-8%	-2%	1%
9	Cc1ccc(C(=O)N2CCN(C(=O)N3CCOCC3)CC2)cc1	17	-11%	3%	-13%	11%	-14%
10	Cn1nc(-c2ccccc2)c(C(=O)NCC(=O)O)c1Cl	1	-9%	1%	-5%	1%	-10%

# The results go on:
nr	SMILES	HCMV antiviral	AMA1-RON2 inh	Giardia FBPA inh	AmpC no deterg	Sm TGR block	AmpC inh detg
11	CCOC(=O)c1ccc(N2C(=O)c3n[nH]c(C)c3C2c2ccco2)cc1 (stereo unspecified)	-36	-1%	11%	?	-30%	?
12	COCCn1c(SCC(=O)c2c(N)n(C)c(=O)n(C)c2=O)nc2ccccc21	-37	-9%	1%	-39%	3%	-5%
13	O=C(c1ccc(Cl)cc1)c1cn(Cc2ccccc2)c2cc3c(cc2c1=O)OCCO3	-63*	nt	nt	nt	3%	?
14	COc1ccc(C(=O)CC2(O)C(=O)Nc3c(C)cccc32)c(OC)c1OC (stereo unspecified)	-7	nt	nt	nt	-1%	2%
15	COC(=O)c1c(C)[nH]c(C(=O)COc2ccc3ccc(=O)oc3c2)c1C	-13	-7%	nt	-7%	-7%	0%
16	Cc1ccc(-c2cc(C(=O)N3CCCCC3)c3ccccc3n2)cc1C	0	4%	-15%	93%[activator]	9%	10%
17	C=CCn1ccc(O)c(Cc2ccc(Cl)cc2)c1=O	-34	1%	-12%	-9%	7%	4%
18	OC(CN1CCOCC1)Cn1c(-c2cccc(Cl)c2)nc2ccccc21 (stereo unspecified)	-102*	2%	0%	-10%	7%	3%
19	CCc1nc(-c2ccc(C)c(S(=O)(=O)N3CCN(c4ccc(C(C)=O)cc4)CC3)c2)no1	-22	nt	nt	nt	1%	0%
20	Cc1c(Cl)ccc(S(=O)(=O)NCCCn2ccnc2)c1Cl	-16	-2%	-2%	-14%	0%	-2%

# Remaining list, next part.
nr	SMILES	HCMV antiviral	AMA1-RON2 inh	Giardia FBPA inh	AmpC no deterg	Sm TGR block	AmpC inh detg
21	CCO[C@H]1OC(C(=O)NCc2ccccc2)=C[C@@H](c2ccc(Br)cc2)[C@@H]1CCCO	29	-8%	?	119%[activator]	-1%	4%
22	O=C(O)CCc1ccc(S(=O)(=O)NCCc2ccccc2)cc1	-1	-4%	8%	-14%	4%	-1%
23	COc1cc(C(=O)Nc2cc(C)c(O)c(-c3nc4ccccc4s3)c2)cc(OC)c1OC	125	nt	nt	nt	-4%	2%
24	Cc1ccc(C)c(-n2c(N)c(C#N)c3nc4ccccc4nc32)c1	-3	nt	nt	nt	-13%	-1%
25	Cn1c(=O)c2c([nH]c(=S)n2Cc2ccc(Cl)cc2)n(C)c1=O	-4	0%	8.9µM*	-19%	7%	-7%
26	CCc1ccc(NC2CC(=O)N(CCc3ccc(OC)c(OC)c3)C2=O)cc1 (stereo unspecified)	35	-7%	0%	61%[activator]	14µM*	?
27	Cc1cc(NS(=O)(=O)c2ccccc2)n(-c2ccccc2)n1	-7	18%	-4%	-19%	0%	?
28	CCCS(=O)(=O)c1nc(S(=O)(=O)c2ccc(C)cc2)c(NCCCn2ccnc2)s1	-34	0%	nt	62%[activator]	5%	8%
29	CC(C)CCNC(=O)C(=O)Nc1cc2c3c(c1)CC(=O)N3CCC2	3	-11%	2%	10%	-36%	-14%
30	COc1ccc(-n2c(=S)[nH]c3cc(C(=O)NCCCN4CCCC4=O)ccc3c2=O)cc1OC	-99*	12%	?	-14%	-13%	?

# (cont.)
nr	SMILES	HCMV antiviral	AMA1-RON2 inh	Giardia FBPA inh	AmpC no deterg	Sm TGR block	AmpC inh detg
31	Cc1nn2c(NCCCN(C)C)c3c(nc2c1-c1ccccc1)CCC3	-13	0%	8%	28%	-10%	?
32	Cc1ccccc1-n1c(SCc2csc(Nc3ccccc3)n2)nnc1-c1cccnc1	-14	-9%	-1%	19%	-8%	-6%
33	c1ccc(CC2CCN(C3=Nc4cccc5cccc3c45)CC2)cc1	nt	?	-16%	-18%	-9%	-15%
34	CSCCC(=O)NC1CC(C)(C)Cc2c1cnn2-c1ccccc1C (stereo unspecified)	-19	0%	4%	24%	-20%	?
35	Cc1nn(Cc2ccc(F)cc2)c(C)c1NC(=O)C1c2ccccc2Oc2ccccc21	?	-17%	0%	17%	5%	?
36	COC(=O)c1cc(N2CCN(C)CC2)nc2ccccc12	-21	6%	?	0%	-5%	-14%
37	Clc1ccc(Cl)c(OCCCCN2CCCCC2)c1	-20	?	?	-7%	0%	-7%
38	COc1ccc(S(=O)(=O)N2CCOCC2)cc1NC(=O)COc1ccc2ccc(=O)oc2c1	10	3%	nt	29%	nt	nt
39	Nc1nc(N)c2ncc(C(=O)CCc3ccccc3)nc2n1	-36	24%	-11%	-8%	nt	1%
40	CC12CCC(C(=O)NCc3ccc4c(c3)OCO4)(C(=O)C1=O)C2(C)C (stereo unspecified)	34	-16%	-1%	-9%	-23%	4%

# Next section
nr	SMILES	HCMV antiviral	AMA1-RON2 inh	Giardia FBPA inh	AmpC no deterg	Sm TGR block	AmpC inh detg
41	COc1ccc(-c2nnc(SCC(=O)NC3CCCCC3)o2)cc1OC	10	-1%	4%	-6%	1%	-10%
42	COc1cccc(C(=O)NC2CCN(C(=O)N3CCCCC3)CC2)c1	-10	-7%	6%	-7%	1%	-6%
43	Cc1ccc(NC(=S)Nc2ccc(S(=O)(=O)N3CCOCC3)cc2)cc1S(=O)(=O)N1CCOCC1	?	76%[activator]	0%	-55%	16µM*	-8%
44	COc1ccc(/C=N/NC(=O)C(C)n2nnc3ccccc32)cc1OC (stereo unspecified)	70	15%	1%	-26%	0%	-12%
45	COc1ccc(CN2CCCC(CNC(=O)c3ccc(F)cc3)C2)cc1OC (stereo unspecified)	1	2%	4%	-10%	12%	12%
46	COCC(C)NC(=O)CCS(=O)(=O)c1nc(-c2ccc(OC)cc2)cc(C(F)(F)F)n1 (stereo unspecified)	-104*	4%	2%	-9%	?	0%
47	CC(C)c1nn2c(=O)cc(COC(=O)c3ccc4c(c3)OCO4)nc2s1	-2	nt	nt	nt	0%	1%
48	CC(=O)c1ccc(OCc2cc(C(=O)NCCc3ccc(Cl)cc3)no2)cc1	-2	0%	8%	-18%	1%	?
49	COc1ccc(S(=O)(=O)N2CCOCC2)cc1NC(=O)CCNC(=O)c1ccc(Br)cc1	-3	5%	nt	-10%	-1%	0%
50	COc1ccc(NC(=O)CN(C)CC(=O)NC(=O)NC2CCCCC2)cc1	-24	79%[activator]	nt	33%	0%	5%

# Following part
nr	SMILES	HCMV antiviral	AMA1-RON2 inh	Giardia FBPA inh	AmpC no deterg	Sm TGR block	AmpC inh detg
51	C[C@H](NS(=O)(=O)c1ccc(Cl)c(Cl)c1)C(=O)OCc1cc(=O)n2cc(Br)ccc2n1	-6	12%	11%	-20%	-6%	-12%
52	COc1ccccc1C(=O)NCCC(=O)N1CC=C(c2ccccc2)CC1	-25	0%	nt	58%	-5%	-15%
53	Cc1ccc(S(=O)(=O)N2CCc3ccccc3C2CC(=O)O)cc1 (stereo unspecified)	1	15%	18%	-3%	8%	0%
54	O=C(N=C1N=C2C=CC(Br)=CN2Cc2ccccc21)c1ccc([N+](=O)[O-])cc1[N+](=O)[O-]	57	5%	-12%	-45%	-16%	1%
55	CC(=O)Nc1ccc(S(=O)(=O)Nc2nccc(C3Cc4ccccc4C(=O)O3)n2)cc1 (stereo unspecified)	3	-2%	-16%	nt	-1%	1%
56	Cn1c(=O)cc(SCC(=O)NCC2CCCO2)c2ccc(Cl)cc21 (stereo unspecified)	1	-15%	-7%	-10%	2%	?

# Screens (PubChem BioAssay)
